Screening results as filed in PubChem.
E coli growth – counter-screen for AddAB inhibitors: E. coli growth inhibition. E. coli V3065 growth, OD600 absorbance, 18 h. inhibition, % at 11.9 µM. 330,000 compounds, 0.27% hits;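 active means inhibition above the campaign's mean inhibition across all tested compounds plus 3 SD, cut at about 9.9% in these data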;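 further: uninfected addAB+ strain grown without phage in ampicillin broth; 0% = DMSO wells and 100% = ciprofloxacin 0.95 µg/ml wells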
AddAB inh – less growth of phage-infected E. coli with AddAB; 330,000 compounds, 0.29% hits; AID 435030; inhibition, % at 11.9 µM; E. coli expressing H. pylori AddAB, absorbance growth; in the data active means inhibition above about 12%;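 further: 0% = vehicle wells of infected cells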
OPRM1-OPRD1 ag – agonists of human mu-delta opioid receptor heterodimerization | 340,000 compounds, 0.3% hits | cells, OPRM1-OPRD1 heterodimerization, luminescence | activation, % at 9.3 µM; in the data active means activation above about 18%;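 further: 0% = vehicle-treated cells and 100% = reference agonist; values of inactives mirror those of a sister screen read the other way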
Target sequence (P35372 whole entry, looked up): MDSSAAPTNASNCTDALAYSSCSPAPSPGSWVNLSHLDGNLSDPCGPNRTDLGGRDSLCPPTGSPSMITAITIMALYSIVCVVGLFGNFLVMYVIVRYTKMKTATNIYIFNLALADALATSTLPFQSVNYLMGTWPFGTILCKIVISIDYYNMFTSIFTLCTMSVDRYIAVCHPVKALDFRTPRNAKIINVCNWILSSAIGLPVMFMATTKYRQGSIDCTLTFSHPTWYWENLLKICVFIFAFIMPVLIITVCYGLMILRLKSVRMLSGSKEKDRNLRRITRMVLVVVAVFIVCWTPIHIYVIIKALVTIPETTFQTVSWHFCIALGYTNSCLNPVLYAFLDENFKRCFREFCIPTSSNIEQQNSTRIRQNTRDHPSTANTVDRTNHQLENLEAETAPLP
Target sequence (P41143 whole entry, looked up): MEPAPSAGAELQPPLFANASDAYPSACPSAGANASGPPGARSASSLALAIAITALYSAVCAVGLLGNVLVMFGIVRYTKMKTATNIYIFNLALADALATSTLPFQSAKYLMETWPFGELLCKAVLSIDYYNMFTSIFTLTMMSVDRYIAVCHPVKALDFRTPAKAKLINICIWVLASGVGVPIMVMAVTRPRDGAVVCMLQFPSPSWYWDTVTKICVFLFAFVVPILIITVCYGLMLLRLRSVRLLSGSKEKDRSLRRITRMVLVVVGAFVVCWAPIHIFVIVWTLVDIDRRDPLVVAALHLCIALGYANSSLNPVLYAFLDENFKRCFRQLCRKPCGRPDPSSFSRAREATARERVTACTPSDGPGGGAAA
PfHsp90 set2 – growth inhibition of yeast expressing Plasmodium Hsp90. S. cerevisiae expressing PfHsp90, BacTiter-Glo ATP, 48 h; yeast lacking PDR1 and PDR3 efflux regulators. inhibition, % at 9.4 µM. 310,000 compounds, 0.32% hits. AID 504621;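 active means every replicate shows inhibition above about 80%, whatever the replicate mean, limit read from the data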;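 further: 0% = DMSO neutral controls and 100% = 20 µM radicicol positive controls; yeast relying on Plasmodium falciparum Hsp90 in place of its own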
Mot1-301 SUMO – blocks SUMOylation pathway, rescuing yeast Mot1-301 growth | growth rescue, % at 18.8 µM | S. cerevisiae Mot1-301 growth rescue, ATP luminescence, 38.5C; percent above DMSO median, 100 means doubled | 320,000 compounds, 1% hits;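 active means every valid replicate shows activation above 250% relative to neutral control wells; inactive means the rest, any valid replicate at or below 250%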;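 further: OY570 slx delta 5 strain wells were the positive control but not used for scaling; some compounds called inactive have numbers as strong as hits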
HTR5A inv ag – inverse agonist of human HTR5A in OPRM1-OPRD1 counter-screen. HTR5A cell line, luminescence, inverse agonism. 340,000 compounds, 0.083% hits. inhibition, % at 9.3 µM. P47898; in the data active means inhibition mostly above about 23%, no sharp cut-off; inactive means mostly below about 18%;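 further: 0% = cells with DMSO and 100% = no-cell wells with DMSO; some compounds called inactive have numbers as strong as hits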
phage Ecoli inh – E. coli growth loss with phage present; 360,000 compounds, 0.26% hits; growth absorbance; inhibition, % at 11.9 µM; in the data active means inhibition above about 11%
HTR5A ag – counter-screen for OPRM1-OPRD1 agonists: human HTR5A agonism; P47898; HTR5A agonist assay, luminescence, cell-based; activation, % at 9.3 µM; 340,000 compounds, 0.61% hits; AID 504692; in the data active means activation mostly above about 9.5%, no sharp cut-off; inactive means mostly below about 7.6%;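 further: 0% = cells with vehicle only and 100% = reference agonist; strong numbers were not always called active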
PKA-R1A activ – activates the PKA-R1A holoenzyme complex | P00514+P68181 | PKA-R1A dissociation, Cy5-IP20 fluorescence polarization; scaled: DMSO 0%, 113 µM cGMP 100% | activation, % at 11.4 µM | 340,000 compounds, 0.083% hits | AID 504707;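 active means percent activation above the mean of all tested compounds plus 3 SD, cut at about 19% in these data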;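 further: higher means more PKAc released from R1A so a rise in polarization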
MOR-DOR inv ag – inverse agonist of human OPRM1-OPRD1 heterodimerization; P35372+P41143; cell-based MOR-DOR heterodimer luminescence, inverse agonism; inhibition, % at 9.3 µM; 340,000 compounds, 0.21% hits; AID 504357; in the data active means inhibition above about 22%, passing the limit was not always enough;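 further: 0% = cells with DMSO and 100% = wells without cells with DMSO; values of inactives mirror those of a sister screen read the other way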
Pemphigus Ab inh – inhibitors of pemphigus antibody binding to human desmoglein-3; P32926; DSG3-coupled beads, scFv-anti-DSG3-GFP binding, flow cytometry; stronger effect = lower value; binding (percent of control), % at 10 µM; 310,000 compounds, 0.48% hits; AID 588358;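 active means binding more than 3 SD below its plate's average and above zero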; further: some compounds called inactive have numbers as strong as hits
Numbers without * were called inactive; nt = no result given.

SMILES	E coli growth	AddAB inh	OPRM1-OPRD1 ag	PfHsp90 set2	Mot1-301 SUMO	HTR5A inv ag	phage Ecoli inh	HTR5A ag	PKA-R1A activ	MOR-DOR inv ag	Pemphigus Ab inh
COc1ccc(CCNC(=O)c2nonc2N)cc1OC	2.5	0.0	-2.8	-2	-1	8	2.2	-3	-1	15	105
CCOC(=O)C1CCN(S(=O)(=O)c2c(C(=O)N3CCCCC3)c(C)n(C)c2C)CC1	-2.0	1.5	-3.1	-17	15	-8	1.3	2	-12	16	97
Cc1ccc(NC(=O)C2CCN(C(=O)N3CCOc4ccccc43)CC2)cc1	-1.1	-1.9	-1.0	13	29	-9	3.6	-1	7	6	97
CCN(CC(=O)Nc1ccc(NC(C)=O)cc1)C(=O)c1c(C)nn(-c2ccc(F)cc2)c1Cl	3.1	3.5	-0.1	-12	-1	4	0.7	-2	1	1	nt
N#Cc1cccc(NC(=O)CSc2nnc(-c3n[nH]c4ccccc34)o2)c1	1.3	6.0	1.2	-10	-15	-20	2.7	7	3	-6	95
Cc1ccc(NC(=O)c2ncn(CC(=O)NCc3ccccc3)n2)cc1C	-1.4	0.1	-3.9	-7	nt	3	2.1	-1	1	19	98
CN(C)S(=O)(=O)Oc1ccsc1C(=O)Nc1ccc(Cl)c(Cl)c1	-3.1	2.1	2.8	18	-17	1	2.9	0	-12	-17	nt
O=C(Oc1ccc2c(c1)OCO2)c1ccc(F)cc1Cl	-2.6	-1.0	2.0	-9	60	0	5.1	6	0	-12	108
COc1ccc(C(=O)C2CCN(CC(=O)Nc3ccccc3F)CC2)cc1	-1.2	1.1	1.4	4	-27	-17	-1.4	6	-1	-9	94
CCn1cnc2scc(-c3ccc(C)c(C)c3)c2c1=O	-2.3	0.3	-1.7	13	-18	4	0.9	-5	0	12	108
COc1ccc(C(C)=O)cc1CSc1nnc(Nc2c(C)cccc2C)s1	1.0	-1.0	-1.2	29	-6	-23	5.1	0	2	7	98
CCOc1ccccc1N(CC(=O)Nc1ccc(OC)cc1)S(=O)(=O)c1ccccc1	-0.3	1.5	0.7	1	-4	15	2.9	-4	-2	-4	115
CC(C)C(C)(C#N)NC(=O)CSc1nc2scc(-c3ccco3)c2c(=O)n1-c1ccccc1 (stereo not given)	-1.8	-2.0	-2.2	-29	136	-8	1.8	3	0	13	nt
CCc1nnc(NC(=O)C2CCC(CNc3c(N4CCC(C)CC4)c(=O)c3=O)CC2)s1 (stereo not given)	1.3	1.7	-2.0	-5	-3	-10	0.8	3	-6	11	97
CCCCOc1ccccc1NC(=O)c1ccco1	1.1	2.7	2.4	-6	nt	7	2.3	9	-9	-14	105
COCC(C)n1c(C)cc(C(=O)COC(=O)CNC(=O)c2ccccc2)c1C (stereo not given)	-0.3	4.2	-2.0	-12	-1	-28	2.9	4	-1	13	88
CCN(CC)S(=O)(=O)c1cccc(C(=O)N/N=C/c2ccc([N+](=O)[O-])o2)c1	1.8	2.6	5.5	4	112	5	0.0	-2	-2	-29	105
CCN(CC(=O)Nc1cccc(OC)c1)CC(=O)Nc1cccc2ccccc12	2.3	1.7	0.5	-18	-3	-7	1.0	3	-4	-2	112
C=CCNC(=O)CSc1nnc(-c2ccccn2)n1Cc1ccccc1	0.3	0.0	-0.5	-8	38	-18	1.8	7	-17	3	97
Cc1cc(-c2nnc(-c3cccc(Cl)c3)o2)no1	-1.9	0.8	-2.2	-6	10	-3	1.8	-2	-6	11	96
CCCNC(=O)NCCc1ccncc1	-0.7	1.4	-2.2	19	-1	-12	2.0	3	8	14	102
COc1ccc(NC(=O)c2cncn2-c2ccccc2)cc1	1.6	2.0	0.1	12	-18	-7	0.6	-1	-8	-1	134
CCN(CC)C(=O)N1CCn2c(nc3ccccc32)C1	-2.9	-0.9	nt	-11	-8	nt	2.2	nt	-6	nt	102
CCc1cccc2c(C(=O)CSc3nnc(-c4ccoc4C)n3C)c[nH]c12	-0.2	0.7	-2.6	6	0	-9	1.2	0	-9	15	102
CSc1ccccc1OCc1cc(C(=O)N2CCC(c3ccncc3)CC2)no1	-3.1	0.6	-0.6	9	-7	-23	1.1	6	2	4	nt
O=C1c2oc3ccccc3c(=O)c2C(c2cccc(F)c2)N1CCCO (stereo not given)	-0.5	-2.5	-1.5	-5	-15	-10	-0.2	5	-15	7	106
O=C(NC(=S)NCCO)c1sc2ccccc2c1Cl	-0.1	0.4	0.1	-37	331	-6	3.6	-6	7	-1	94
COc1cccc(C2CC(c3cccs3)=NN2S(C)(=O)=O)c1 (stereo not given)	0.5	-0.3	1.3	-20	-15	-1	3.7	0	-8	-7	123
CN(C)c1ccnc2sc3c(SCc4ccc(Cl)cc4)ncnc3c12	-1.9	3.7	1.0	13	120	-10	0.1	1	-1	-5	111
CCC(Sc1ncccc1C(=O)OC(C)C)C(=O)N1CCOCC1 (stereo not given)	1.3	3.0	-0.5	-14	45	-13	2.4	-2	-9	3	110
COc1ccccc1OC(C)C(=O)N1CCN(Cc2ccc3c(c2)OCO3)CC1 (stereo not given)	-0.1	2.3	-1.3	-18	70	-5	1.5	2	3	8	nt
O=C(CSc1nccn1-c1ccccc1)NO	3.3	1.4	1.2	-5	13	8	2.6	1	1	-7	96
CNC(=S)NC1CC2CCCC(C1)N2Cc1ccccc1OC (stereo not given)	-0.3	0.5	1.4	-1	-1	-2	2.0	0	4	-7	107
COc1ccc2c(c1)C1OCCC1C(c1ccco1)N2 (stereo not given)	1.9	0.8	1.1	19	-22	-3	nt	1	-3	-6	103
CC(C)c1ccc(CN2C(=O)NC3(CCCCCC3)C2=O)cc1	0.1	1.5	9.4	-40	22	-6	-2.1	-4	-3	-60	96
CC(C)[C@H](NC(=O)OCc1ccccc1)C(=O)OCC(=O)NCCc1ccccc1	1.3	-0.6	-0.7	-2	-6	-6	2.1	-4	-10	4	112
Cc1cccc(NC(=O)CCN2C(=O)C3C4C=CC(C4)C3C2=O)c1 (stereo not given)	-0.2	3.2	-0.2	-10	15	19	2.1	1	-9	1	97
CC(C)N1CCN(c2ccc(S(=O)(=O)N3CCOCC3)cn2)CC1	nt	nt	-0.9	-35	12	-14	2.4	4	8	5	97
COc1ccc(C(=O)NNC(=O)c2snnc2C)cc1	-0.9	-1.8	-2.4	-21	3	0	0.9	-3	1	13	104
COc1ccc(N2CCN(C(=O)COC(=O)c3oc4ccccc4c3C)CC2)cc1	-4.6	-2.1	-2.7	11	31	-15	0.5	6	-3	12	93
Cc1ccc(CNC(=O)CSc2nc(C)cs2)cc1	1.3	-2.2	-2.3	-3	68	16	4.8	0	2	12	102
Cc1ccc(N2C(=O)CC(Sc3ncn[nH]3)C2=O)cc1C (stereo not given)	-1.9	0.1	0.0	-15	-9	2	1.5	-1	2	0	107
O=C(Nc1nnc(SCc2ccc(F)cc2)s1)C1CC(=O)N(c2ccc3c(c2)OCCO3)C1 (stereo not given)	-2.8	-0.3	-3.8	-12	-7	4	0.7	-2	-7	21	132
O=C(Nc1nnc(-c2cccs2)o1)C1CC1	-1.7	-2.3	-1.1	3	7	23	0.4	-8	-1	6	94
Cc1onc(-c2ccc(Cl)cc2Cl)c1-c1csc(N/N=C/c2ccccc2Cl)n1	0.3	-2.5	1.4	2	0	9	1.3	3	-3	-7	103
CCOC(=O)C1CCN(c2cc(=O)n(Cc3ccc(F)cc3)c(=O)[nH]2)CC1	0.5	-3.7	-0.7	-15	182	-22	2.9	-1	0	4	96
COc1ccc(COC(=O)C2=C(C)NC(=O)NC2c2ccccc2F)cc1 (stereo not given)	0.0	-0.8	-3.4	-8	2	-24	3.3	-1	-1	17	95
NC1=NC(=O)/C(=C/c2cccc(F)c2)S1	-2.3	-1.1	-2.5	-18	-3	2	-2.1	-1	0	12	101
COc1ccc(NC(=O)COC(=O)CO/N=C(\C)c2ccc3c(c2)OCO3)cc1S(N)(=O)=O	-1.6	0.4	-2.3	10	2	-13	4.0	0	-5	9	nt
O=C(CCl)Nc1cccc(Oc2ccccc2)c1	2.4	3.4	0.2	-11	69	-16	1.8	6	2	-1	nt
COc1ccc(NC(=S)N2CCC(NC(=O)c3ccc(OC)cc3)CC2)cc1	-2.6	2.5	-2.0	-22	7	20	2.0	0	-6	13	nt
Cc1cccc(-c2nc(=S)c3c(o2)CCCC3)c1	0.6	-1.4	0.0	nt	11	-9	2.0	-1	-8	0	101
c1ccc2c(c1)N1CCCN=C1N2CCN1CCCCC1	-2.5	-2.3	-0.6	-8	22	19	1.5	6	2	4	112
CC(C)CNc1cc(N2CCCC2)ccc1[N+](=O)[O-]	-0.7	1.7	2.0	-3	17	2	-1.3	1	6	-11	85
NC(=O)c1ccc(NC(=O)CSC2=Nc3ccccc3C3CC=NN23)cc1 (stereo not given)	-4.4	-1.5	-2.7	2	14	1	nt	5	-3	16	97
CC1(/[N+]([O-])=C/c2ccc(Cl)cc2Cl)CCCCC1=O (stereo not given)	0.1	-0.8	nt	7	3	nt	3.3	nt	nt	nt	97
CCCN(Cc1nnc(-c2ccccc2Cl)o1)C(=O)c1cc(S(=O)(=O)N2CCOCC2)ccc1F	-1.1	-0.1	0.2	10	-2	14	0.5	2	0	-1	103

As entered above.
Entry for `O=C(Nc1nnc(-c2cccs2)o1)C1CC1` in MOR-DOR inv ag: 6
Entry for `CC(C)[C@H](NC(=O)OCc1ccccc1)C(=O)OCC(=O)NCCc1ccccc1` in PfHsp90 set2: -2

Random excerpt: 7 compounds from above
SMILES	E coli growth	AddAB inh	OPRM1-OPRD1 ag	PfHsp90 set2	Mot1-301 SUMO	HTR5A inv ag	phage Ecoli inh	HTR5A ag	PKA-R1A activ	MOR-DOR inv ag	Pemphigus Ab inh
O=C(CSc1nccn1-c1ccccc1)NO	3.3	1.4	1.2	-5	13	8	2.6	1	1	-7	96
CCOc1ccccc1N(CC(=O)Nc1ccc(OC)cc1)S(=O)(=O)c1ccccc1	-0.3	1.5	0.7	1	-4	15	2.9	-4	-2	-4	115
NC1=NC(=O)/C(=C/c2cccc(F)c2)S1	-2.3	-1.1	-2.5	-18	-3	2	-2.1	-1	0	12	101
O=C(NC(=S)NCCO)c1sc2ccccc2c1Cl	-0.1	0.4	0.1	-37	331	-6	3.6	-6	7	-1	94
Cc1cccc(NC(=O)CCN2C(=O)C3C4C=CC(C4)C3C2=O)c1 (stereo not given)	-0.2	3.2	-0.2	-10	15	19	2.1	1	-9	1	97
COc1cccc(C2CC(c3cccs3)=NN2S(C)(=O)=O)c1 (stereo not given)	0.5	-0.3	1.3	-20	-15	-1	3.7	0	-8	-7	123
COc1ccccc1OC(C)C(=O)N1CCN(Cc2ccc3c(c2)OCO3)CC1 (stereo not given)	-0.1	2.3	-1.3	-18	70	-5	1.5	2	3	8	nt
